Screening results (PubChem BioAssay)
PLAP act – human PLAP activation | P05187 | purified PLAP enzyme, luminescent substrate read-out; active compounds read high | activation fold at 20 µM | actives 1.2% (n = 96,000) | AID 696; in the data active means activation fold above about 2
E coli WT exp – E. coli BW25113 growth inhibition, expanded screen | OD600 absorbance | growth inhibition, % at 100 µM | actives 0.15% (n = 98,000);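 active means growth inhibition above about 50% at one test dose, limit read from the data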;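 further: growth measured after 20 h incubation at 37 °C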
ERa coact inh – ER-alpha (human) coactivator binding inhibition | P03372 | TR-FRET ER-alpha LBD / SRC-1 peptide, estradiol-bound | inhibition, % at 25.6 µM | actives 1.7% (n = 86,000) | AID 629; in the data active means inhibition above about 50%;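 further: 0% = receptor plus peptide control and 100% = peptide only without receptor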
Target sequence (P03372 whole entry, looked up, the tested form may be a part): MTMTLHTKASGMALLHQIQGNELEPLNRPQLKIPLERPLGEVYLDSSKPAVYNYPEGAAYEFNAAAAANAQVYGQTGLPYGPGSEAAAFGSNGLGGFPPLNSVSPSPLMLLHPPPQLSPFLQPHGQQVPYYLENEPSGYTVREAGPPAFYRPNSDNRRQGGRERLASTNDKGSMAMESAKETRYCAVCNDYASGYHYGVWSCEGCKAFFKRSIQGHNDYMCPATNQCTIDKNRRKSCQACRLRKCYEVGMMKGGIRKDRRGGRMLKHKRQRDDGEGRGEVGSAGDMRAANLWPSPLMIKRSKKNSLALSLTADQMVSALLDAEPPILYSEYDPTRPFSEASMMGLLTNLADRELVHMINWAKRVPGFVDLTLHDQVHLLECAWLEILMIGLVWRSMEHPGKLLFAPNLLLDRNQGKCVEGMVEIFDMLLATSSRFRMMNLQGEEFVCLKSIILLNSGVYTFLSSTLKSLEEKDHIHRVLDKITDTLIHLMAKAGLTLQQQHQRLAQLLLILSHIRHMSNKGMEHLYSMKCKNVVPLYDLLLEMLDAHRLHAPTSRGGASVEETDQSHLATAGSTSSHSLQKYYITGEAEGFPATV
Mac1 fbg enh – increases human CD11b/CD18 adhesion to fibrinogen; P05107+P11215; K562 CD11b/CD18 adhesion to fibrinogen, ATPlite luminescence; activation, % at 10 µM; actives 0.07% (n = 93,000);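 active means 10 µM primary screen giving 50% or more activity, confirmed by 40% or more on retest at that dose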; further: strong numbers were not always called active; reference of the scale not given here
FAK inh – blocks human focal adhesion kinase activity; Q05397; biochemical FAK kinase activity assay; inhibition, %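 (tested at 7 µM)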; actives 0.84% (n = 97,000); in the data active means inhibition above about 19%;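 further: 0% = DMSO and 100% = reference compound high control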
ERa coact pot – ER-alpha (human) coactivator binding potentiation; actives 1.3% (n = 86,000); AID 639; P03372; TR-FRET ERalpha-LBD/SRC-Cy5 coactivator binding, 2 h; 100 = basal binding, no effect; coactivator binding (% of control), % at 25.6 µM; in the data active means activity above about 200%;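 further: binding measured in presence of low estradiol as agonist stimulus; 0% = peptide alone without receptor and 100% = receptor with peptide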
Mac1 fbg inh – CD11b/CD18-fibrinogen binding inhibition. K562 CD11b/CD18 adhesion to fibrinogen, ATPlite luminescence; Mn2+ added to activate the integrin. inhibition, % at 10 µM. actives 0.54% (n = 93,000);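 active means primary inhibition of 50% or more at 10 µM, then 40% or more on retest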; further: some results filed as inactive read as strong as hits
MT1-MMP txn act – MT1-MMP promoter transcription activation | HT1080 MT1-MMP promoter luciferase reporter, luminescence, overnight; active compounds read high | actives 0.16% (n = 86,000) | activation factor at 10 µM;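 active means activation factor of at least 2 for MT1-MMP transcription at 10 µM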
ERb SRC1 inh – ER-beta (human) coactivator binding inhibition | actives 1.3% (n = 86,000) | TR-FRET ER-beta LBD / SRC1-Cy5 peptide binding; receptor agonist-loaded with 1 µM estradiol | inhibition, % at 25.6 µM;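 active means compounds whose percent inhibition of the receptor-coactivator binding signal exceeds about 50% in the single-dose screen, limit read from the data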;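 further: 0% = receptor plus peptide wells without compound and 100% = peptide-only wells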
Target sequence (Q92731 whole entry, looked up, the tested form may be a part): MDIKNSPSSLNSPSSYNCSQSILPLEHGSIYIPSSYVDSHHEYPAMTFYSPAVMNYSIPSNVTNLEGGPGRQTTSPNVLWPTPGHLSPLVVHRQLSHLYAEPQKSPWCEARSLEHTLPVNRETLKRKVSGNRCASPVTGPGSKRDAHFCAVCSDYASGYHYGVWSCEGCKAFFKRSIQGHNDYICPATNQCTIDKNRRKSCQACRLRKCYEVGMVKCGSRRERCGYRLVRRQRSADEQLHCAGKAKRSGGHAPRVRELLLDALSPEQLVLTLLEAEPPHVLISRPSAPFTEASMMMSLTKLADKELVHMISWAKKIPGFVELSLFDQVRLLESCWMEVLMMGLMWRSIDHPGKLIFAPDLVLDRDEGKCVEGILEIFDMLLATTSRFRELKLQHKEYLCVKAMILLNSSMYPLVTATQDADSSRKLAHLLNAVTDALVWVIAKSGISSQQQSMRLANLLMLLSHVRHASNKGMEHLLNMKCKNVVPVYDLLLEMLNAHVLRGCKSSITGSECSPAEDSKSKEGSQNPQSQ
Active calls of the source: *; . = not tested or not shown; [ ] = dose if it differs, or a comment.

| SMILES | PLAP act | E coli WT exp | ERa coact inh | Mac1 fbg enh | FAK inh | ERa coact pot | Mac1 fbg inh | MT1-MMP txn act | ERb SRC1 inh |
| --- | --- | --- | --- | --- | --- | --- | --- | --- | --- |
| CC(=O)c1ccc(OCC(O)CN2CCN(Cc3ccccc3)CC2)cc1 (stereo unspecified) | 1.5 | -1 | -7 | 4 | 0 | 114 | 8 | 1.1 | 0 |
| Cc1c(Cl)cccc1NC(=O)c1cc(-c2ccccc2O)n[nH]1 | 0.9 | 2 | 15 | -4 | 3 | 84 | -8 | 1 | 3 |
| c1ccc2c(c1)oc1c(Nc3ccc4c(c3)OCO4)ncnc12 | 1 | 3 | 43 | 0 | 3 | 75 | 16 | 1.5 | 43[fluorescence artefact?] |
| COCC(=O)NCCc1ccc(S(N)(=O)=O)cc1 | 0.9 | -2 | -4 | -1 | 3 | 129 | 2 | 1.1 | -6 |
| O=C(CN1CCN(C(=O)N2CCCCC2)CC1)Nc1ccc(F)cc1 | 1.2 | 3 | -2 | 0 | 9 | 103 | -23 | 1.1 | -4 |
| CN1C(=O)NC2(O)C(=O)c3ccccc3C12O (stereo unspecified) | . | . | -30 | . | 2 | 98 | . | 1 | -21 |
| NC1=NC2(CCCCC2)N(c2cccc(Cl)c2)C(N)=N1 | 1.2 | 8 | 39 | 0 | -1 | 68 | -2 | 1.1 | -2 |
| O=C(O)C1C2C=CC(O2)C1C(=O)Nc1ccc2c(c1)OCCO2 (stereo unspecified) | 1.2 | -4 | 10 | -2 | . | 104 | 4 | 1.2 | -4 |
| Cc1cc(C)cc(NC(=O)CN2CCN(c3ncccn3)CC2)c1 | 1.7 | 10 | -3 | -2 | 4 | 97 | 37 | 1.1 | -14 |
| O=C(O)Cn1c(SCc2cccc3ccccc23)nc2ccccc21 | 1.3 | 4 | 0 | . | -2 | 100 | . | 1.1 | -5 |
| CCCCNC(=O)c1c(O)c2cccc3c2n(c1=O)CCC3 | 0.8 | 16 | 8 | 5 | . | 119 | -15 | 1.1 | 10[fluorescence artefact?] |
| C=C(C)Cn1c(CCNC(=O)C(C)(C)C)nc2ccccc21 | 1 | 1 | -11 | 2 | . | 121 | 1 | 1 | -14 |
| COc1ccc(NC(=O)C2CC2)cc1-n1cnnn1 | 0.8 | 3 | -2 | -1 | -4 | 99 | -8 | 1 | 4 |
| Cc1noc(NS(=O)(=O)c2ccc(NC(=O)C34CCC(CC3)C4)cc2)c1C | 1 | -3 | 2 | 4 | 3 | 103 | -8 | 1.2 | 4[fluorescence artefact?] |
| COc1cc(NC(=O)c2ccccc2)c(OC)cc1NC(=O)CN1CCOCC1 | 1.2 | 4 | 5 | -2 | -2 | 102 | -6 | 0.9 | 19 |
| O=C(CNC(=O)c1cccs1)c1ccc(F)cc1 | . | . | 4 | . | 0 | 117 | . | 1.1 | -7 |
| CCN(CC)c1ccc(NC(=O)COC(=O)c2ccc3ccccc3n2)cc1 | 1.4 | 6 | 5[fluorescence artefact?] | 0 | -1 | 64[fluorescence artefact?] | 5 | 1.1 | 28 |
| CCn1c(-c2cccnc2Cl)nc2ccccc21 | 1 | 0 | . | -2 | 1 | . | -58 | . | . |
| CCOc1ccccc1CN1C(=O)NC(C)(c2ccccc2)C1=O (stereo unspecified) | 1 | 2 | 17 | 3 | -1 | 115 | -2 | 1.1 | 12[fluorescence artefact?] |
| CCn1c(CC(=O)Nc2cccc(Cl)c2Cl)nnc1SCCOc1ccc(OC)cc1 | 1.4 | 3 | -12 | 1 | 0 | 90 | 5 | 1.2 | -10 |
| Cc1nn(C(=O)N2CCCCC2)c(C)c1CN1C(=O)c2ccccc2C1=O | 1.4 | -3 | -4 | 3 | -2 | 82 | -35 | . | -5 |
| COc1cccc(-n2c(SC)nnc2-c2c[nH]c3ccccc23)c1 | 0.9 | -10 | 7[fluorescence artefact?] | -2 | 0 | 96[fluorescence artefact?] | -1 | 1 | -5[fluorescence artefact?] |
| COc1cc(NC(=O)C2CCCC2)c(OC)cc1Cl | 1 | 2 | 2 | -2 | 2 | 113 | 1 | 1.1 | -4 |
| O=C(c1cccc(F)c1)n1nnc2ccccc21 | 1.1 | -8 | -1 | 2 | 6 | 104 | -2 | 1 | -2 |
| Cc1ccc(CN2C(=O)CCC2C(=O)NCCN2CCN(c3cccc(Cl)c3)CC2)cc1 (stereo unspecified) | . | . | -72 | . | . | 108 | . | 1.2 | -13 |
| Cc1ccc(/C(=N\O)c2oc3c(C)c4oc(=O)cc(C)c4cc3c2C)cc1 | . | . | -1 | . | -1 | 100 | . | 1.2 | 9 |
| COc1ccc(S(=O)(=O)Nc2ccc(Cl)cn2)c(C)c1C | 1.2 | -9 | -1 | 3 | 1 | 98 | -41 | 1.1 | -2 |
| COc1cc([C@@H]2[C@H]3CN(C)CC=C3C(C#N)=C(N)C2(C#N)C#N)cc2c1OCO2 | 1.1 | -3 | . | 4 | . | . | -6 | 1.1 | . |
| CCNc1nc(NC(C)C)nc(NS(=O)(=O)c2ccc(N)cc2)n1 | 1.1 | -6 | 2 | -4 | 0 | 84 | 11 | 1 | 0 |
| Cc1ccc(P(=O)(O)c2ccc(C)cc2)cc1 | 1.2 | 2 | . | -2 | 4 | . | -7 | . | . |

One compound at a time, from the list above:
`O=C(O)C1C2C=CC(O2)C1C(=O)Nc1ccc2c(c1)OCCO2` (stereo unspecified) is entered as PLAP act: 1.2; E coli WT exp: -4; ERa coact inh: 10; Mac1 fbg enh: -2; FAK inh: .; ERa coact pot: 104; Mac1 fbg inh: 4; MT1-MMP txn act: 1.2; ERb SRC1 inh: -4
`CCCCNC(=O)c1c(O)c2cccc3c2n(c1=O)CCC3` is entered as PLAP act: 0.8; E coli WT exp: 16; ERa coact inh: 8; Mac1 fbg enh: 5; FAK inh: .; ERa coact pot: 119; Mac1 fbg inh: -15; MT1-MMP txn act: 1.1; ERb SRC1 inh: 10[fluorescence artefact?]

Continued:
| SMILES | PLAP act | E coli WT exp | ERa coact inh | Mac1 fbg enh | FAK inh | ERa coact pot | Mac1 fbg inh | MT1-MMP txn act | ERb SRC1 inh |
| --- | --- | --- | --- | --- | --- | --- | --- | --- | --- |
| CCCNC(=O)c1cc(S(=O)(=O)N2CCc3ccccc32)ccc1F | . | -16 | -4 | . | 2 | 99 | . | 1.2 | -12 |
| CC(C(=O)Nc1ccccc1-c1ccccc1)N1CCOCC1 (stereo unspecified) | . | 5 | 16 | . | -1 | 105 | . | 1 | 16[fluorescence artefact?] |
| COCCn1c(-c2ccc(OC)c(OC)c2)nc2ccccc21 | 1.1 | -5 | -1 | -2 | 0 | 103 | -4 | 1.5 | -7 |
| O=C(CN1CCN(C(=O)c2ccco2)CC1)Nc1cc(Cl)ccc1Cl | 1.1 | -4 | -7 | . | -6 | 105 | . | 1.3 | -11[fluorescence artefact?] |
| O=C(CCN1CCN(c2ccccc2)CC1)Nc1ccc(OCc2ccccc2)cc1 | 0.9 | -2 | 13 | 14 | -3 | 139 | -39 | 1.2 | -3 |
| CCCOC(=O)C1[C@H]2C(=O)N(C(C)c3ccc(OC)cc3)C[C@]23C=C[C@H]1O3 (stereo partly specified) | 1.2 | -12 | -3[fluorescence artefact?] | 0 | -2 | 108 | 3 | 1.3 | 0[fluorescence artefact?] |
| Nc1nnc(SCc2ccc(F)cc2Cl)s1 | 0.9 | 20 | -8 | -1 | 2 | 66[fluorescence artefact?] | -2 | 1.3 | -2[fluorescence artefact?] |
| COc1cc2c(cc1OC)C(c1ccccc1O)N(C1CC(=O)N(c3ccccc3)C1=O)CC2 (stereo unspecified) | 1.8 | -2 | -2 | -6 | 1 | 115 | 10 | 1.1 | 3 |
| CCOc1cc(C(=O)NCCN2CCOCC2)cc(OCC)c1OCC | . | 8 | 5 | . | 4 | 90 | . | . | 21[fluorescence artefact?] |
| CC(C(=O)NC1=NCCS1)N1C(=O)c2ccccc2C1=O (stereo unspecified) | 1 | -3 | -4 | -1 | 1 | 92 | -5 | 1.2 | -4 |
| COc1ccc(OC)c(C2=NOC(C(=O)Nc3ccccc3SC)C2)c1 (stereo unspecified) | 0.9 | -9 | -8 | -2 | 2 | 81 | 1 | 1 | 2[fluorescence artefact?] |
| COc1ccc(C(=O)CSc2nncn2C)cc1 | 0.8 | 6 | 41[fluorescence artefact?] | -4 | 4 | 77[fluorescence artefact?] | -9 | 1.1 | 10 |
| CCCn1c(N2CCN(Cc3cccc(C)c3)CC2)nc2c1c(=O)[nH]c(=O)n2C | 1.5 | 5 | 2 | -2 | -4 | 112 | -6 | 1.1 | -10 |
| O=C1c2ccccc2C(=O)C1c1ccc2ccccc2n1 | 0.7 | -4 | 52*[fluorescence artefact?] | 1 | . | 217*[fluorescence artefact?] | 77 | 0.2 | 34 |
| CCOc1ccccc1N(CC(=O)O)S(=O)(=O)c1ccccc1 | 1 | -8 | -4 | -3 | 0 | 118 | -1 | 1.1 | -2 |
| Cc1ccccc1OCC(=O)Nc1cccc2nsnc12 | . | . | 33[fluorescence artefact?] | . | 10 | 144[fluorescence artefact?] | . | 1.7 | 43[fluorescence artefact?] |
| O=C1CC(N2CCC(c3nc4ccccc4o3)CC2)C(=O)N1c1cc(Cl)cc(Cl)c1 (stereo unspecified) | 1.5 | -8 | -2 | 1 | -1 | 115 | 7 | 1 | -29 |
| CC(C)n1c(SCc2cc(=O)[nH]c3ccccc23)nc2c1c(=O)n(C)c(=O)n2C | 0.9 | . | 24[fluorescence artefact?] | -4 | . | 94 | -10 | 1 | 1[fluorescence artefact?] |
| O=C(OCC(=O)c1ccc(Cl)cc1Cl)c1ccc2c(c1)C(=O)N(c1cccc3ncccc13)C2=O | 1 | -11 | . | -1 | 14 | . | 14 | . | . |
| CCCS(=O)(=O)N1CCC(C(=O)NC2CCCC(C)C2C)CC1 (stereo unspecified) | 1 | 4 | . | 5 | 0 | . | 0 | 1.2 | . |
| Cc1cc(C)nc(N(C#N)Cc2ccccc2)n1 | 1.1 | 2 | 2 | -3 | -1 | 117 | -6 | 1.1 | -2 |
| COc1cc2nc(SCc3ccc(C(F)(F)F)cc3)n(Cc3cccs3)c(=N)c2cc1OC | 1.2 | -8 | . | 36 | 1 | . | 12 | . | . |
| CC(=O)c1sc(NC(=O)C(C)C)nc1C | 1 | -10 | 2 | 0 | -5 | 107 | 3 | 1.1 | -4 |
| COC(=O)c1c(C)[nH]c(C)c1-c1ccc(C)cc1 | 0.9 | 0 | 14 | -4 | -1 | 98 | -14 | 1.1 | -4 |
| CCCCN1CN(S(=O)(=O)c2cccs2)c2nc3ccccc3nc21 | 0.9 | -5 | . | -2 | -10 | . | 2 | 1.1 | . |
| CCN1C(=O)C(NC(C)=O)c2cc(Br)ccc21 (stereo unspecified) | 1.3 | 0 | . | 3 | -7 | . | -6 | . | . |
| O=[N+]([O-])c1ccccc1N/N=C\c1ccccc1Cl | 0.5 | -3 | . | -1 | 2 | . | -17 | . | . |
| COc1ccc(N(C)S(=O)(=O)c2cccc(C(=O)NC3=NCCS3)c2)cc1 | 1.3 | 5 | -2 | -1 | . | 87[fluorescence artefact?] | -12 | 1.1 | 1 |

Pulled one by one from above, 5 records:
| SMILES | PLAP act | E coli WT exp | ERa coact inh | Mac1 fbg enh | FAK inh | ERa coact pot | Mac1 fbg inh | MT1-MMP txn act | ERb SRC1 inh |
| --- | --- | --- | --- | --- | --- | --- | --- | --- | --- |
| O=C1c2ccccc2C(=O)C1c1ccc2ccccc2n1 | 0.7 | -4 | 52*[fluorescence artefact?] | 1 | . | 217*[fluorescence artefact?] | 77 | 0.2 | 34 |
| CCOc1cc(C(=O)NCCN2CCOCC2)cc(OCC)c1OCC | . | 8 | 5 | . | 4 | 90 | . | . | 21[fluorescence artefact?] |
| CCCNC(=O)c1cc(S(=O)(=O)N2CCc3ccccc32)ccc1F | . | -16 | -4 | . | 2 | 99 | . | 1.2 | -12 |
| CCCOC(=O)C1[C@H]2C(=O)N(C(C)c3ccc(OC)cc3)C[C@]23C=C[C@H]1O3 (stereo partly specified) | 1.2 | -12 | -3[fluorescence artefact?] | 0 | -2 | 108 | 3 | 1.3 | 0[fluorescence artefact?] |
| O=C(CCN1CCN(c2ccccc2)CC1)Nc1ccc(OCc2ccccc2)cc1 | 0.9 | -2 | 13 | 14 | -3 | 139 | -39 | 1.2 | -3 |

Hits appear at their usual frequency (roughly 5.1% active in at least one column).
